FAK blocker = FAK (human) kinase inhibition; Q05397; biochemical FAK kinase activity assay; inhibition, %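 (tested at 7 µM)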; 0.84% of 97,000 active; in the data active = inhibition above about 19%;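 also: 0% = DMSO and 100% = reference compound high control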
Target sequence (Q05397 whole entry, looked up): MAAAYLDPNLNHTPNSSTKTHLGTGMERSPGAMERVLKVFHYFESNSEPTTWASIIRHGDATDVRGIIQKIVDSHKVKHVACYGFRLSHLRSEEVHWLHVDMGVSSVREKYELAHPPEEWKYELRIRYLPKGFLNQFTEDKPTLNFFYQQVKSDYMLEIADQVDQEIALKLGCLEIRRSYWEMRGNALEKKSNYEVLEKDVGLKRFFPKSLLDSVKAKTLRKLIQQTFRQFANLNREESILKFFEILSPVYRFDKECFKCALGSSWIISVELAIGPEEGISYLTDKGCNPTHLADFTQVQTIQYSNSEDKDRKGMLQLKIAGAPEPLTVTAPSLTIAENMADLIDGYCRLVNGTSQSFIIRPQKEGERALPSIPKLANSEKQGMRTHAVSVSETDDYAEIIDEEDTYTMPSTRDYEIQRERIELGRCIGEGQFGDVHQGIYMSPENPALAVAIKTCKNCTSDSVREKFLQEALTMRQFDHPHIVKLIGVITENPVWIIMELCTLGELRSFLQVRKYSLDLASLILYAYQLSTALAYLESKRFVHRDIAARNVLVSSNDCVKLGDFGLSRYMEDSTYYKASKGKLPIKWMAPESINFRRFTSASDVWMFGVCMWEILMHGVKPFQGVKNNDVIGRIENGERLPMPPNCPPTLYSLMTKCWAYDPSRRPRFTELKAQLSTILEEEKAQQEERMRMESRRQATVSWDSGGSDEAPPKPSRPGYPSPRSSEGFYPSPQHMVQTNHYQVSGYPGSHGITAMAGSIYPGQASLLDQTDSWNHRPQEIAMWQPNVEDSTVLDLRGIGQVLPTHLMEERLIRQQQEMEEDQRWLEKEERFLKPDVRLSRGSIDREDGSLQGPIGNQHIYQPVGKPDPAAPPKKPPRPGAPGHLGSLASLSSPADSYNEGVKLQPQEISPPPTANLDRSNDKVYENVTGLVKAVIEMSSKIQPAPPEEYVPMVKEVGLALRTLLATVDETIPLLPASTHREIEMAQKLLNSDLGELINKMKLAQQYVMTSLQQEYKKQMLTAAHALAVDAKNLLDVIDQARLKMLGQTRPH
Pyk2 oligo antag = blocks oligomerization of human Pyk2 in cells; Q14289; Q293 cells, Pyk2 FERM NanoBiT luminescence; hits give low values; z-score (the deposit names both 25 µM and 10 µM); 0.83% of 99,000 active; AID 1347419;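 active = Z-score of -3 or lower, scaled per plate to the spread of control and sample wells; inactive = z-score above -3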;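 also: negative z-score means lost luminescence so less FERM oligomerization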
ERa SRC1 inh = ER-alpha (human) coactivator binding inhibition; TR-FRET ER-alpha LBD / SRC-1 peptide, estradiol-bound; inhibition, % at 25.6 µM; 1.7% of 86,000 active; AID 629; in the data active = inhibition above about 50%;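 also: 0% = receptor plus peptide control and 100% = peptide only without receptor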
PTPN22 inh 2 = blocks human PTPN22 phosphatase activity. Q9Y2R2. recombinant LYP catalytic domain, DiFMUP fluorescence. inhibition, % at 2 µM. 0.21% of 96,000 active;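 active = inhibition at 2 µM at or above a set limit, the screen mean plus 3 SD, cut at about 24% in these data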;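 also: 0% = DMSO with enzyme and 100% = enzyme fully blocked by orthovanadate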
IL1B cytotox = toxic to HUVEC cells under IL-1B stimulation. HUVEC cell count loss, Hoechst imaging, IL-1B stimulated. cell count reduction, % at 2 µM. 0.41% of 94,000 active. AID 845;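 active = cell count reduction more than 3 SD above the screen-wide mean, cut at about 70% in these data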;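 also: normalized per plate to untreated control cells as the no-loss baseline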
LYP act = activators of human LYP (PTPN22) phosphatase; Q9Y2R2; recombinant LYP, DiFMUP fluorescence; 0 = plate median, 100 = signal doubled; activation, % at 2 µM; 0.11% of 96,000 active;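 active = activation at 2 µM above a set limit, the mean plus 5 SD, cut at about 37% in these data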
VCAM1 TNFa inh = reduces TNF alpha induced VCAM1 expression in HUVEC. AID 802. 0.48% of 95,000 active. inhibition, % at 2 µM. HUVEC TNFa-induced VCAM-1 immunofluorescence, high-content imaging;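 active = inhibition above the batch mean plus 3 SD, with images confirmed as a hit by eye, cut at about 37% in these data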;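 also: 0% = TNF-stimulated DMSO wells and 100% = unstimulated control wells; not every result past the cut was called active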
TNFa cytotox = HUVEC cytotoxicity counter-screen, TNF alpha stimulated; HUVEC TNFalpha-stimulated, Hoechst cell count, imaging; cell count reduction, % at 2 µM; 0.17% of 93,000 active;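 active = cell count reduction exceeding the screen mean by over 5 SD, scaled to untreated wells per plate, cut at about 78% in these data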;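 also: cells counted after 24 h of TNF alpha exposure following the 1 h pretreatment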
cytoskel mod = modifiers of cytoskeleton assembly | HUVEC TNFa F-actin phalloidin imaging, high content | inhibition, % at 2 µM | 0.18% of 91,000 active | AID 836;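 active = inhibition above the batch mean plus 3 SD and confirmed as a hit by visual image inspection, cut at about 30% in these data, passing the limit was not always enough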; also: strong numbers were not always called active
An asterisk follows results filed as active; · = no result given; [ ] = dose if it differs, or a comment.

SMILES	FAK blocker	Pyk2 oligo antag	ERa SRC1 inh	PTPN22 inh 2	IL1B cytotox	LYP act	VCAM1 TNFa inh	TNFa cytotox	cytoskel mod
COC(=O)C1=C(C)N(C)C(C)=C(C(=O)OC)C1c1cccc(Br)c1	0	-2.9	4	-9	1	9	12	-20	-4
Cc1nnc(C)n1/N=C/c1cc(Br)ccc1O	0	0.11	·	2	-20	-4	13	-20	-5
COc1ccc(/C(C)=N/NC(=O)c2nc(C)cc(C)n2)cc1	-1	-0.45	-7	-4	15	6	-6	2	·
CC(=O)c1cccc(NC(=O)N2CCCC2C(=O)NCc2ccc(F)cc2)c1 (configuration not stated)	12	-0.36	-7	6	11	-8	-20	-2	24
CCOC(=O)/C=C1\NC(=O)C(C)S1 (configuration not stated)	-2	1.4	-11	-4	11	6	6	-29	·
O=C(Cn1c(=O)oc2cc(S(=O)(=O)N3CCCCC3)ccc21)N1CCc2ccccc21	0	·	·	12	1	-15	-3	-31	-2
Cc1cccc(S(=O)(=O)NCC2CCCO2)c1 (configuration not stated)	-3	0.49	·	7	-7	-9	0	-7	5
COCCNC(=O)C(c1cccs1)N(C(=O)Cn1nnc2ccccc21)c1cccc(C)c1 (configuration not stated)	-1	0.8	0	10	-5	-11	7	-33	1
CCc1c(C)sc(NC(=O)CCc2ccc(OC)cc2)c1C(N)=O	2	0.16	·	3	12	-3	5	-9	5
CCOC(=O)C1CCCN(C(=O)c2ccc3c(=O)n(CCOC)c(=S)[nH]c3c2)C1 (configuration not stated)	8	1	-7	16	18	-13	5	20	15
CC(C)Cn1nc(NS(=O)(=O)c2ccccc2)c2cc3ccccc3nc21	-7	-0.3	-1	-2	-31	0	7	-20	3
CC(=O)c1cccc(N(CC(=O)N2CCCCC2)S(C)(=O)=O)c1	0	0.67	-8	4	8	-4	2	-8	-23
Cc1c(NC(=S)/C=C2\N(C)c3ccccc3C2(C)C)c(=O)n(-c2ccccc2)n1C	-1	-0.64	4	7	-19	-5	-2	-10	9
N/C(Cc1cccs1)=N\OC(=O)COc1ccc(Br)cc1Cl	0	0.35	1	-6	-15	3	70*	-42	37*
Cc1cc(C)c(C2C(C#N)=C(N)Oc3n[nH]c(C)c32)cc1CN1CCCC1 (configuration not stated)	-1	-0.28	-6	-10	-4	6	21	-33	0
N#C/C(C(N)=O)=c1/ccc2c(c1)N1C3=C(CCCC3)CC3CCCCC31N=2 (configuration not stated)	-1	·	-5[fluorescence artefact?]	12	-9	-13	5	-2	-18
Nc1nc(NCc2c(F)cccc2Cl)nn1-c1ccccc1	0	-0.1	-8	4	8	-5	14	-18	14
COc1ccccc1N1CCN(CC(O)c2ccc3cc[nH]c3c2)CC1 (configuration not stated)	-2	·	3	-5	6	4	13	-13	2
C=CCn1c(SCc2c(C)noc2C)nc2sc(C)c(C)c2c1=O	1	-1.1	2	-17	-12	19	-11	-18	-8
O=C(CCC(=O)OCc1ccc(Cl)cc1)Nc1cccc([N+](=O)[O-])c1	0	1.8	·	-8	-24	11	-10	-29	-8
COc1cc(CNCCO)cc(Br)c1OCc1ccccc1Cl	5	1.1	·	4	35	0	-4	-1	-6
COc1cccc(-n2c(SCC(=O)NCc3ccco3)nnc2-c2c[nH]c3ccccc23)c1	3	·	10	1	-12	-3	-1	-15	1
O=C(COC(=O)CCC(=O)c1cccs1)Nc1cc(S(=O)(=O)N2CCOCC2)ccc1Cl	4	0.39	·	4	-5	-5	8	-13	-6
Cc1cc(C)cc(-n2c3nc4ccccc4nc3c3c(=O)n(Cc4ccco4)cnc32)c1	-19	0.2	18	38*	-1	-36	1	6	-12
CS(=O)(=O)c1ccc(N)cc1	0	·	22	-4	-2	0	3	-29	3
Cc1ccc(NC(=O)CCn2cccc2)cc1C	1	1.6	-4	24	5	-24	-6	-9	16
CCN(CC)C(=O)/C(=C\c1ccc(Br)cc1)NC(=O)c1ccccc1OC	-2	-0.69	·	9	-81	-5	-2	12	0
COc1ccc(CCNC(=O)CS(=O)Cc2nc(-c3cccs3)oc2C)cc1OC (configuration not stated)	-6	2.1	-6	0	30	-2	2	-9	11
CCOC(=O)N1CCN(Cc2nc(-c3ccc(OC)cc3)no2)CC1	-3	0.4	·	13	-73	-11	9	-30	-4
COc1ccc(C(CNC(=O)c2ccc(S(=O)(=O)N3CCOCC3)cc2)N2CCCCC2)cc1 (configuration not stated)	-1	0.34	15[fluorescence artefact?]	-2	-29	0	12	-29	5
c1ccc(N2CCCCC2)c(NC2=NCCC2)c1	-1	0.25	-7	0	-3	-3	4	0	-2
COc1cc2c(cc1NC(=O)CN1CCN(S(=O)(=O)c3ccc(C)cc3)CC1)oc1ccccc12	2	0.37	·	8	-5	-5	3	6	-11
Cc1ccc(Oc2nc3ccccc3n3c(C)nnc23)c(C)c1	-3	0.85	·	-12	4	16	7	6	-20
CCCc1cc(=O)[nH]c(SCCOc2ccc(Cl)cc2)n1	-7	-0.01	0	-6	-59	3	-9	-29	-8
O=C(CN1CCCCCC1)N1c2ccccc2C=Cc2ccccc21	-4	0.13	4[fluorescence artefact?]	0	3	1	-16	-14	6
CCSC(=O)CCCCCCCCCCCO	2	0.47	·	5	-21	-3	15	12	-32
CC1CCN(S(=O)(=O)c2ccc(Oc3ccc([N+](=O)[O-])cc3)cc2)CC1	-2	-0.5	·	2	-25	1	-9	10	-13
CCC1(C)Cc2ccccc2-c2nc(NCCO)n(-c3ccccc3)c(=O)c21 (configuration not stated)	9	-1.8	-13	-2	12	2	11	-2	6
CCOc1ccc(OCc2ccc(C(=O)Nc3cccnc3)o2)cc1	-1	0.54	5	-19	-8	22	7	-6	-5
O=c1oc2ccccc2c(O)c1C=NCc1ccccn1	11	0.12	3	-5	24	8	-9	-1	-5
CC(C)Oc1ccc2c3c(c(=O)oc2c1)CCC3	-2	-0.04	-2	-10	6	9	-12	-6	10
O=C1CCCN1CCC1CCN(C2CC(=O)N(Cc3ccc(N4CCCC4=O)cc3)C2=O)CC1 (configuration not stated)	1	0	-19	2	-33	-3	21	-10	-31
O=c1[nH]c(CN2CCCCC2)nc2c1C1(CCCC1)Cc1ccccc1-2	2	·	2	0	-32	0	-4	-9	-5
C/C(N)=C(/C#N)C(=O)COC(=O)c1cc(C)n(-c2ccc(F)cc2)c1C	4	0.55	-1	3	3	-4	-11	-5	-28
CCN(CC)S(=O)(=O)c1ccc2oc(C(=O)NCc3ccc(C)cc3)c(C)c2c1	0	-0.88	3	-4	-6	1	18	-32	-11
COc1cccc(-c2csc(NC(=O)C3CC3)n2)c1	-1	·	1	-4	0	0	10	-6	-5
COC(=O)c1ccc(NC(=O)CSc2nnc(C(C)NC(=O)c3ccccc3Cl)n2C)cc1 (configuration not stated)	7	0.66	10[fluorescence artefact?]	-4	8	3	14	13	-22
CCNc1nnc(CSc2nc3ccccc3s2)s1	1	0.28	-2	9	-16	-9	-22	-16	18
CCN(CC)CCOCCOc1ccccc1F	2	0.1	-9	4	1	-4	-2	-22	-6
CCCOc1ccc(S(=O)(=O)NCCCN2CCOCC2)c2ccccc12	-1	-0.08	-3	-3	-37	0	0	12	-2
O=C(O)CCCCCN1C(=O)CCC1=O	1	0.82	0	-17	14	17	-2	-8	14
Cc1cc(C)cc(OCC(=O)NCc2nc(-c3ccccc3)no2)c1	2	0.66	-4	-2	-19	-2	14	4	8
C=CCNC(=O)c1onc(CSc2ccccc2C)c1C(=O)O	-2	·	·	8	14	-4	-1	-8	-26
CCOC(=O)N1CCN(C2CC(=O)N(c3ccc(C)cc3)C2=O)CC1 (configuration not stated)	-1	0.94	-1	-3	-59	2	28	-9	-4
O=C(NC1(C(F)(F)F)NC(=O)N(Cc2ccccc2)C1=O)c1cccnc1 (configuration not stated)	0	-1.2	-6	5	-2	-4	22	-7	12
Cc1ccc(/C=N/NC(=O)c2sccc2OCc2ccc(F)cc2)cc1	0	-1.6	·	15	12	-12	4	-9	-10
CCc1ccc(C2CC(=O)NC(SCC(=O)OC(C)C)=C2C#N)cc1 (configuration not stated)	-5	·	5[fluorescence artefact?]	9	-3	-11	3	-3	7
COc1cc(NC(=O)c2ccccc2Cl)ccc1NC(=O)c1ccco1	-6	-1.1	-2	-7	1	9	12	-7	7
COc1ccc(S(=O)(=O)NN=C2CCCCC2)cc1	2	-0.3	·	-4	9	10	-12	3	-12
CCCCc1cc2c(c(NC(C)=O)n1)c(=O)oc1ccccc12	2	·	28	-1	6	-1	1	-2	5

Not a retest: an excerpt of the list.
SMILES	FAK blocker	Pyk2 oligo antag	ERa SRC1 inh	PTPN22 inh 2	IL1B cytotox	LYP act	VCAM1 TNFa inh	TNFa cytotox	cytoskel mod
CCOC(=O)N1CCN(Cc2nc(-c3ccc(OC)cc3)no2)CC1	-3	0.4	·	13	-73	-11	9	-30	-4
COc1ccc(C(CNC(=O)c2ccc(S(=O)(=O)N3CCOCC3)cc2)N2CCCCC2)cc1 (configuration not stated)	-1	0.34	15[fluorescence artefact?]	-2	-29	0	12	-29	5
c1ccc(N2CCCCC2)c(NC2=NCCC2)c1	-1	0.25	-7	0	-3	-3	4	0	-2
COc1cc2c(cc1NC(=O)CN1CCN(S(=O)(=O)c3ccc(C)cc3)CC1)oc1ccccc12	2	0.37	·	8	-5	-5	3	6	-11

The list goes on:
SMILES	FAK blocker	Pyk2 oligo antag	ERa SRC1 inh	PTPN22 inh 2	IL1B cytotox	LYP act	VCAM1 TNFa inh	TNFa cytotox	cytoskel mod
CC1CCCCN1S(=O)(=O)c1ccc(S(=O)(=O)NCCc2ccncc2)cc1 (configuration not stated)	0	0.27	-1	-3	-32	2	·	·	·
COc1cccc(/C=N/NC(=O)c2ccc(COc3ccc(Cl)cc3Cl)o2)c1	2	-0.53	·	5	-44	-1	-10	12	-36
Cc1ccc2nc(NCc3ccco3)c(C=NCc3ccco3)c(=O)n2c1	2	0.02	31	8	·	-11	28	24	12
CC1=C(C#N)C(Nc2cccc(C)n2)(C(F)(F)F)C(=O)N1 (configuration not stated)	-1	-0.61	-19	-5	-16	4	91*	82*	-29
O=C(NC1CCCCC1)C(c1ccc(F)cc1)N(C(=O)Cc1ccsc1)c1ccc(F)cc1 (configuration not stated)	3	1.7	·	2	18	0	4	-5	14
COC(=O)c1ccc2c(=O)n(CC3CCCO3)c(SCC(=O)Nc3ccccc3Cl)nc2c1 (configuration not stated)	0	-0.51	57*	-12	7	10	7	-40	-2
CCC(CC)c1nnc(NC(=O)c2ccc3ccccc3n2)s1	9	-0.3	-7	5	8	-3	-3	4	1
COc1c(Cl)cc(C(=O)Nc2ccccc2C(=O)O)cc1Cl	-5	-3.1*	·	-1	-17	4	5	-16	23
O=C(CSc1nc(O)cc(=O)n1-c1ccccc1)NC1CCCCC1	-2	0.63	4	15	2	-14	-1	12	-7
COCC(=O)n1nc(NCc2ccc(OC)cc2)nc1NCc1ccc(OC)cc1	0	0.34	-9	1	-12	2	0	5	-10
COc1ccc(/C=N/NC(=O)c2ccn[nH]2)cc1COc1ccc(Cl)cc1Cl	21*	-2.5	·	8	-57	-4	7	4	-2
Cc1ccc(Nc2nc(Oc3ccc(OCc4ccccc4)nn3)nc(N3CCOCC3)n2)cc1	4	-0.99	13[fluorescence artefact?]	4	17	-5	-15	-2	16
CCCC(C)NS(=O)(=O)c1ccc(OC)c(C)c1 (configuration not stated)	-3	-1.1	1	9	28	-12	-1	-5	7
CNC(=O)Nc1cc(C(C)(C)C)no1	-6	1.3	-8	-3	-7	1	-5	-5	21

Bioassay records (PubChem BioAssay)
